# Screens as filed in PubChem BioAssay.
# CHRM4 antagonist – blocks acetylcholine activation of human M4 receptor; CHO-hM4 cells, ACh EC80, Fluo-8 calcium fluorescence; inhibition, % at 3 µM; 360,000 tested, 0.73% active;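 active means inhibition above its plate's cutoff, the mean inhibition of sample wells plus 3 SD, cut at about 27% in these data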;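 further: 0% = acetylcholine EC80 with DMSO and 100% = DMSO without agonist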
# M1 antag – antagonists of human M1 muscarinic receptor; P11229; CHO-K1 hM1, Fluo-8 calcium fluorescence, ACh EC80 antagonist; inhibition, % at 3 µM; 360,000 tested, 1.3% active; AID 588852;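 active means percent inhibition above its own plate's cutoff, namely the mean of that plate's compound wells plus 3 SD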;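 further: peak over basal fluorescence ratio during 140 s after agonist addition; 0% = ACh EC80 plus DMSO and 100% = DMSO alone without agonist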
# Target sequence (P11229 whole entry, looked up): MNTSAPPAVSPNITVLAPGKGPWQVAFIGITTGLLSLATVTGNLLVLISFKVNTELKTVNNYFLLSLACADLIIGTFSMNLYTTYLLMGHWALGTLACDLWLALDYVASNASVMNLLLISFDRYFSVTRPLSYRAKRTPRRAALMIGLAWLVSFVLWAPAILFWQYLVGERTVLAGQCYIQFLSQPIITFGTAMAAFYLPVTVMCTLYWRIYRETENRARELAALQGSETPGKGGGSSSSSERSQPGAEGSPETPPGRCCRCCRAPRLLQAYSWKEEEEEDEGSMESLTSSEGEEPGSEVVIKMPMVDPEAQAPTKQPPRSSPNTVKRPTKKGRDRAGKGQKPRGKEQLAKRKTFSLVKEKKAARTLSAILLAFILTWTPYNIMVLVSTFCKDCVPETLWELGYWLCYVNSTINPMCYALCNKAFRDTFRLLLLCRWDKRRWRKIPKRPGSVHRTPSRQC
# CHRM1 agonist – human M1 muscarinic receptor agonism | P11229 | CHO-K1 hM1, Fluo-8 calcium fluorescence, agonist mode; 0% DMSO, 100% acetylcholine EC100 | activation, % at 3 µM | 360,000 tested, 0.33% active | AID 588814;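 active means activation above the run's mean compound activation plus 3 SD, cut at about 16% in these data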;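 further: peak over basal fluorescence ratio within a 140 s kinetic read after compound addition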
# OXTR potentiator – potentiators of human oxytocin receptor; P30559; CHO-OTR cells, Fluo-8 calcium fluorescence, potentiator mode; 0% = oxytocin EC15, 100% = EC100; activation, % at 3 µM; 320,000 tested, 0.061% active; AID 2445;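 active means activation above that plate's cutoff, the mean activation of tested compounds plus 3 SD, cut at about 6.6% in these data, passing the limit was not always enough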;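 further: 100% uses oxytocin at 75 nM as the full agonist control; some results filed as inactive read as strong as hits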
# Target sequence (P30559 whole entry, looked up): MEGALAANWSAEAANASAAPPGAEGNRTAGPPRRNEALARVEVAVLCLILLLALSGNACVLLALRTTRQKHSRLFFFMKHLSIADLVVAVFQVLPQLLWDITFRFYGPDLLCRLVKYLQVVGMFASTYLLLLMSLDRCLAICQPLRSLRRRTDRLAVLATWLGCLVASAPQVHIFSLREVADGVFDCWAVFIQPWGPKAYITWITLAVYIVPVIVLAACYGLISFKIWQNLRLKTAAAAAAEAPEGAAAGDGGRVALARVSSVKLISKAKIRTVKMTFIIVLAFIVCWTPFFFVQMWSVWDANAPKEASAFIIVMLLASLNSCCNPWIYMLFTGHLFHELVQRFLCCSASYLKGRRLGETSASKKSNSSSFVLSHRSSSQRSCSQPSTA
#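 Assay system: CHO cell line stably expressing human OTR | Also added: Oxytocin at about EC15, sub-maximal agonist stimulus | Times: Compound 6 min at room temperature before oxytocin, 100 s read | Measured by: Fluo-8 intracellular calcium fluorescence, ex 470-495, em 515-575 nm | Controls: EC15 oxytocin alone as 0%, 75 nM oxytocin as 100%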
# CHO parental Ca – signal in parental CHO cells, OX1R antagonist counter-screen. parental CHO-K1, ATP-induced calcium, Fluo-8 fluorescence. inhibition, % at 5.6 µM. 330,000 tested, 0.63% active. AID 463079;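 active means inhibition above that plate's mean sample inhibition plus 3 SD, cut at about 26% in these data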;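 further: 0% = ATP-challenged DMSO wells and 100% = DMSO wells without ATP; some compounds past the cut are filed as inactive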
#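 test system = CHO parental line | reagent = ATP stimulus | measured by = intracellular calcium via Fluo-8 no-wash fluorescent dye | control set = ATP and no-ATP DMSO wells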
# CHRM1 PAM – positive allosteric modulators of human M1 muscarinic receptor; CHO-K1 hM1, Fluo-8 calcium fluorescence, ACh EC20; 0% = ACh EC20, 100% = maximal ACh; AID 588819; P11229; activation, % at 3 µM; 360,000 tested, 0.088% active; in the data active means activation above about 19%, passing the limit was not always enough
# CHO-K1 Ca antag – counter-screen for M1 antagonists: effect in parental CHO-K1 cells; ATP-induced calcium, Fluo-8 fluorescence; inhibition, % at 3 µM; AID 602250; 360,000 tested, 0.6% active;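 active means inhibition above a per-plate cutoff, the plate's mean sample inhibition plus 3 SD, cut at about 24% in these data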;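 further: 0% = DMSO plus EC80 ATP and 100% = DMSO alone without ATP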
# CHRM4 agonist – CHRM4 agonism in calcium assay | CHO-K1 hM4/Gqi5, Fluo-8 calcium fluorescence; vehicle 0%, full acetylcholine response 100% | activation, % at 3 µM | 360,000 tested, 0.14% active;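 active means activation above the run mean over all test wells plus 3 SD, cut at about 32% in these data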;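 further: peak over basal fluorescence ratio per well then scaled between controls; 0% = DMSO wells and 100% = acetylcholine at EC100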
# CHO-K1 Ca ag – M1 agonist counterscreen hit in parental CHO-K1 cells. Fluo-8 calcium fluorescence; scaled to maximal ATP response, vehicle zero. activation, % at 3 µM. 360,000 tested, 0.48% active; in the data active means activation above about 15%;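 further: untransfected CHO-K1 host cells lacking M1 receptor as counterscreen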
# Active calls of the source: *; / = no result given.
# The first 2 entries, ahead of the listing:
# Each structure is followed by: CHO-K1 Ca antag	CHRM1 PAM	M1 antag	CHRM4 antagonist	CHRM1 agonist	OXTR potentiator	CHO parental Ca	CHRM4 agonist	CHO-K1 Ca ag
CN(C)c1ccc(C(=O)N2CCNC(=O)C2CC(=O)Nc2ccc(F)cc2)cc1 (stereo unspecified)
  -5	12	-15	0	-2	3	-13	1	-0.2
Cc1ccc(CCNC(=O)C2CCN(S(=O)(=O)c3ccc4c(c3)NC(=O)CO4)CC2)cc1
  -6	6	-3	-8	-4	-7	-10	3	1.8

# Main list, from the start:
# Each structure is followed by: CHO-K1 Ca antag	CHRM1 PAM	M1 antag	CHRM4 antagonist	CHRM1 agonist	OXTR potentiator	CHO parental Ca	CHRM4 agonist	CHO-K1 Ca ag
CN(C)c1ccc(C(=O)N2CCNC(=O)C2CC(=O)Nc2ccc(F)cc2)cc1 (stereo unspecified)
  -5	12	-15	0	-2	3	-13	1	-0.2
Cc1ccc(CCNC(=O)C2CCN(S(=O)(=O)c3ccc4c(c3)NC(=O)CO4)CC2)cc1
  -6	6	-3	-8	-4	-7	-10	3	1.8
CCc1noc(C)c1C(=O)N(C)CC(=O)Nc1ccc(OC)cc1
  -11	1	-16	-21	2	-2	-10	1	0.5
CN(Cc1ccc(OC(F)F)cc1)C(=O)/C=C/c1ccc(S(=O)(=O)N2CCOCC2)cc1
  -3	1	3	-1	-6	-10	-3	12	7.0
Cc1nnc(SCc2cc(=O)[nH]c(=S)[nH]2)s1
  -12	7	2	-8	-1	-14	15	1	0.0
CCC1(CC)NC(=O)N(CC(=O)OC(C)C(=O)Nc2ccc(S(N)(=O)=O)cc2)C1=O (stereo unspecified)
  -13	5	-16	-9	-5	/	/	1	1.2
Cc1cc(C)c(C)c(S(=O)(=O)N2CCN(CC(=O)Nc3ccc([N+](=O)[O-])cc3)CC2)c1C
  -3	2	-8	-3	-2	-11	-12	1	-0.5
On1nnc2cc(C(F)(F)F)ccc21
  -9	2	-5	-3	-4	-3	6	1	0.5
COc1ccc(-c2nc(CN3CCN(c4ncccn4)CC3)c(C)o2)cc1C
  -17	5	-6	-1	-15	-18	-1	0	-0.7
CCOC(=O)N1CCN(C(=O)C(=O)NNC(=O)COc2ccc(Cl)cc2)CC1
  -10	7	0	2	-3	-7	-4	1	0.5
CCOC(=O)CCP(=O)(O)C(O)c1ccccc1 (stereo unspecified)
  -10	2	3	-4	-1	-6	1	0	0.4
CCOc1cc(NC(=S)NCC2CCCO2)c(OCC)cc1NC(=O)c1ccc(C)cc1 (stereo unspecified)
  -14	9	-7	-5	-4	-2	-6	1	1.5
COCCNc1nc2nonc2nc1N(C)Cc1cccc2cnccc12
  11	-14	9	6	-3	-5	-21	0	-0.1
CC1=CCC2C(=O)N(c3ccc(S(N)(=O)=O)cc3)C(=O)C2C1 (stereo unspecified)
  -11	2	-4	5	-3	-1	1	1	1.1
COc1cccc(OCC(=O)Nc2ccncc2)c1
  -9	2	-4	-3	1	-20	-1	7	7.1
Cc1ccc2c(c1)/C(=C/c1ccc(F)cc1)C(=O)N2
  -10	6	-12	7	-7	-1	-21	-1	-0.8
COc1ccc(OCC(=O)NNc2nc3ccccc3s2)cc1
  2	5	-2	-2	-2	2	-7	2	0.6
O=C(CNC(=O)Cc1ccccc1)NCC(=O)N1CCCCC1
  -2	14	-6	-2	1	-4	-2	1	0.5
Cc1c(CC(=O)NCC(C)C)c(=O)oc2cc3c(cc12)CCC(C)(C)O3
  -12	5	-9	-2	-4	-16	-6	7	5.7
Cc1ccc(NC2CCCN(C(=O)CN3C(=O)c4ccccc4C3=O)C2)cc1C (stereo unspecified)
  -5	0	-3	-10	-2	2	-25	3	1.2
Cc1ccc(C)c(NC(=S)N(Cc2ccco2)C(C)c2cccs2)c1 (stereo unspecified)
  -11	6	-8	-1	-2	9	-2	0	0.6
COc1ccc(CCNC(=O)Cc2cc(OC)c(OC)cc2[N+](=O)[O-])cc1OC
  -8	4	-14	-6	-3	1	-23	0	0.1
COc1ccc(CCC(C)NCc2ccc(C(F)(F)F)cc2)cc1 (stereo unspecified)
  -9	-9	8	7	-6	-18	-10	5	5.1
O=C(CN1C(=O)C2C3CCC(C3)C2C1=O)N1CCN(Cc2ccccc2)CC1 (stereo unspecified)
  2	11	4	4	1	-9	9	0	1.1
CCCc1nc2ccc([N+](=O)[O-])cc2[nH]1
  6	-6	6	-3	-6	-7	10	1	0.2
CCNC(=O)c1ccccc1CCc1ccccc1
  -13	-4	2	-3	-5	-6	3	12	4.4
C/C(=N\Nc1ccc([N+](=O)[O-])cc1)c1cc2ccccc2o1
  5	-10	26	6	1	-10	41*	7	6.1
c1ccc(-c2cn(-c3ccccc3)c3ncnc(N4CCCCC4)c23)cc1
  -15	1	6	4	-3	-5	-35	1	0.7
Cc1cc(NC(=O)C2CC(=O)N(c3cccc(C)c3C)C2)no1 (stereo unspecified)
  -15	3	-2	-5	-2	-6	4	1	1.3
O=C(CCSCCC(=O)Nc1ccccc1F)Nc1ccccc1F
  -5	3	-2	5	-7	-9	-9	2	0.4

# Quoted from the listing.
# CHRM4 antagonist result of CC1=CCC2C(=O)N(c3ccc(S(N)(=O)=O)cc3)C(=O)C2C1 (stereo unspecified) → 5
# CHO-K1 Ca antag result of O=C(CN1C(=O)C2C3CCC(C3)C2C1=O)N1CCN(Cc2ccccc2)CC1 (stereo unspecified) → 2
# CHO-K1 Ca ag result of Cc1nnc(SCc2cc(=O)[nH]c(=S)[nH]2)s1 → 0.0

# Carrying on:
# Each structure is followed by: CHO-K1 Ca antag	CHRM1 PAM	M1 antag	CHRM4 antagonist	CHRM1 agonist	OXTR potentiator	CHO parental Ca	CHRM4 agonist	CHO-K1 Ca ag
CCOc1ccccc1Nc1nnc(SCC(=O)NC(=O)c2cccn2C)s1
  -4	-3	0	-20	-4	-11	-17	4	1.0
COc1cccc(NC(=O)c2cc(-c3ccncc3)nc3c(C)cc(C)cc23)c1
  2	-4	20	11	-1	-10	-34	1	-0.2
Cn1c(=O)n(C)c2cc(CNC(=O)[C@H]3O[C@@H](n4cnc5c(N)ncnc54)[C@H](O)[C@@H]3O)ccc21
  0	3	-24	11	-1	/	/	0	0.1
COc1ccc(/C=C(/C#N)C(=O)Nc2cccc(C)c2C)cc1C(=O)O
  6	5	1	-3	-1	2	-3	1	3.5
COc1ccc(C(=O)O)cc1F
  8	6	-28	-4	-1	-1	-1	1	0.0
O=C(COC(=O)/C=C/c1cccc(Cl)c1)Nc1ccc(N2CCOCC2)cc1
  -11	5	-12	-9	-2	3	-13	3	0.7
Cc1ccc(S(=O)(=O)N2CCC3(CC2)CC(=O)c2ccccc2O3)cc1
  13	5	-8	-4	-1	-17	2	2	-0.4
O=C(O)COc1cccc(NC(=O)c2ccccc2)c1
  -26	8	-12	5	-2	-9	-4	2	1.0
COc1ccc(-n2nc(C(=O)NCC(=O)NCC3CCCO3)c3ccccc3c2=O)c(OC)c1 (stereo unspecified)
  -2	6	-3	6	-2	-1	-1	0	-0.1
O=C(O)c1c2c(nc3ccc(Cl)cc13)CCC2
  -5	6	-2	-10	1	-9	9	1	2.3
CCc1ccc(C(=O)N/N=C/c2ccncc2)s1
  -4	16	-15	-4	0	/	/	0	-0.1
COc1ccc(C(=O)NCc2cccc(Cl)c2)cc1S(=O)(=O)N1CCOCC1
  8	7	-1	-8	-1	0	-21	3	-0.2
CS(=O)(=O)N(Cc1ccccc1F)c1ccccc1
  1	4	-28	1	-3	-9	-9	0	0.3
CC(NS(=O)(=O)c1ccccc1)C(c1cccs1)N1CCOCC1 (stereo unspecified)
  -2	-6	9	-9	-5	-1	-1	1	0.2
C/C(=N\NC(=O)c1ccc([N+](=O)[O-])c(C)c1)c1ccccc1Cl
  0	-3	2	-7	-7	-1	4	3	1.2
OC(CNCc1cccnc1)COc1ccc2ccccc2c1 (stereo unspecified)
  -1	-3	6	11	2	/	/	2	0.8
CC(C)(C)[C@H]1C=C(C(=O)N2CCN(Cc3ccccc3)CC2)O[C@@H](OCc2ccc(CO)cc2)C1
  -7	10	-10	-20	-4	-4	-18	4	-0.2
C[C@H](NC(=O)[C@@H]1CSC2c3ccccc3C(=O)N21)C(=O)NCCc1ccc(F)cc1 (stereo partly specified)
  -1	1	-1	6	-2	-10	-16	2	0.1
NS(=O)(=O)c1ccc(CNC(=O)C23CC4CC(CC(C4)C2)C3)cc1
  28*	-6	8	7	0	-11	7	1	-0.6
O=C(O)c1cc([N+](=O)[O-])cc2ccccc12
  -4	2	-4	4	-1	/	/	0	0.2
Cc1cccc(C)c1NC(=O)C1CCCN1S(=O)(=O)c1ccc2c(c1)n(C)c(=O)c(=O)n2C (stereo unspecified)
  8	-5	16	11	-4	-10	-10	2	-0.2
CC1CCc2c(sc(NC(=O)C3=COCCO3)c2C(N)=O)C1 (stereo unspecified)
  -11	5	-8	-10	-8	2	-15	1	-0.6
COc1ccc(Cl)cc1NC(=O)C1CCCO1 (stereo unspecified)
  -2	7	-1	3	-5	-3	-9	1	0.5
O=C(CN1CCN(c2ccccn2)CC1)NCCc1ccccc1
  -2	5	-17	9	-7	-6	-15	1	0.5
CSc1nc(N(C)C)nc(N(C#N)CCOC(C)=O)n1
  7	3	-2	1	-2	-8	-21	0	-0.2
COc1ccccc1OCC(=O)NCCS(=O)(=O)N1CCN(c2ccc(F)cc2)CC1
  21	0	-13	-16	-2	-6	-3	14	5.6
O=C(Oc1ccc(/C=N/O)cc1)c1ccccc1Cl
  6	5	-3	-5	-4	-10	2	1	-0.6
CC(C)(C)S(=O)N1Cc2cc(C(=O)NCc3ccc(Oc4ccccc4)cc3)nc(-c3cccc(-c4cc5ccccc5o4)c3)c2[C@H]1CCO (stereo partly specified)
  -1	15	-14	9	-1	/	/	3	1.2
O=C(COC(=O)c1ccc(Cl)c(S(=O)(=O)N2CCN(c3ccc(F)cc3)CC2)c1)Nc1cccc(Cl)c1
  -10	-7	9	9	-4	-3	-4	1	1.4
CC(=Nc1ccccc1)C1=C(O)C(Cc2ccc(O)cc2)NC1=O (stereo unspecified)
  8	12	-14	-4	2	/	/	1	-0.8
CC1(C)CCc2cc(-c3ccnc(=S)[nH]3)ccc2O1
  -6	-1	11	11	-4	-3	-9	10	4.5
Cc1ccc(C(=O)Nc2ccccc2N2CCCCC2)cc1
  -16	1	-4	-13	-5	-8	-19	-2	1.9
Cc1ccc(C(=O)OCc2c(C)noc2C)cc1NC(=O)c1ccco1
  -14	11	-8	-1	-13	7	-12	1	1.9
CCOC(=O)C(C(=O)Nc1ccccc1C)C1CCCCC1 (stereo unspecified)
  6	-11	9	7	-1	-9	-12	2	-0.5
CC(=O)C1=C(C)NC(SCC(N)=O)=C(C#N)C1C (stereo unspecified)
  -11	7	-6	5	-3	-4	-12	0	0.4
Cc1ccc(C)n1-c1ccc(-n2cnnn2)cc1
  -12	12	-5	9	-4	-3	2	1	0.0
CN1CCN(c2ncnc3scc(-c4ccccc4Cl)c23)CC1
  -13	-15	20	4	-11	-5	-10	4	1.2
CCc1nnc(NC(=O)c2ccc(S(=O)(=O)N3CCOCC3)cc2)s1
  1	4	-25	-6	-2	-3	11	0	0.4
N/C(=N\OC(=O)c1cc([N+](=O)[O-])ccc1Cl)c1ccccn1
  5	9	-8	14	-4	-2	-5	2	2.1
